DAX1 inh-1 – inhibitors of human orphan nuclear receptor DAX1 (NR0B1) | P51843 | HEK293 Gal4-DAX1 luciferase reporter, luminescence | inhibition, % at 6.75 µM | hit rate 0.99% among 340,000 | AID 504766;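 active means inhibition above the mean over all tested compounds plus 3 SD, cut at about 4.2% in these data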;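 further: 0% = DAX1-transfected cells with DMSO and 100% = empty-vector control cells with DMSO; inhibition shows as a rise in luminescence from relieved DAX1 repression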
Target sequence (P51843 207-470 limits assumed): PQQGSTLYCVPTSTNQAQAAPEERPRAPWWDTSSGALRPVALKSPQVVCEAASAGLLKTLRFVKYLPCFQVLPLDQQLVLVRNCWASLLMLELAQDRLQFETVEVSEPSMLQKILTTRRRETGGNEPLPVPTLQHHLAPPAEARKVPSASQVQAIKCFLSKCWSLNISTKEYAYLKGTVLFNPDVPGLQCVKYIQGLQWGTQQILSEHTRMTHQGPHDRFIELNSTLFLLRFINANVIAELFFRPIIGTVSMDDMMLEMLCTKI
hcDAF-12 act – activates DAF-12 receptor from parasite H. contortus; hit rate 1.4% among 370,000; AID 652067; HEK293 hcDAF-12 lit1-tk-luc reporter, luminescence; 0% DMSO, 100% Δ7-dafachronic acid; activation, % at 6.8 µM;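 active means activation above the mean of all tested compounds plus 3 SD, cut at about 5.5% in these data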;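 further: 100% = response to 3 µM Δ7-dafachronic acid high control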
Rev-erbA mod – Rev-erb alpha (human) modulation. P20393. activity, % at 10 µM. Rev-erbα–FITC-DNA binding, fluorescence polarization, 90 min. hit rate 0.79% among 370,000;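 active means activity above about 14%, limit read from the data; passing the limit was not always enough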;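 further: 0% = DMSO wells with 35 nM protein and 100% = DMSO wells with 750 nM protein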
Target sequence (P20393 whole entry, looked up): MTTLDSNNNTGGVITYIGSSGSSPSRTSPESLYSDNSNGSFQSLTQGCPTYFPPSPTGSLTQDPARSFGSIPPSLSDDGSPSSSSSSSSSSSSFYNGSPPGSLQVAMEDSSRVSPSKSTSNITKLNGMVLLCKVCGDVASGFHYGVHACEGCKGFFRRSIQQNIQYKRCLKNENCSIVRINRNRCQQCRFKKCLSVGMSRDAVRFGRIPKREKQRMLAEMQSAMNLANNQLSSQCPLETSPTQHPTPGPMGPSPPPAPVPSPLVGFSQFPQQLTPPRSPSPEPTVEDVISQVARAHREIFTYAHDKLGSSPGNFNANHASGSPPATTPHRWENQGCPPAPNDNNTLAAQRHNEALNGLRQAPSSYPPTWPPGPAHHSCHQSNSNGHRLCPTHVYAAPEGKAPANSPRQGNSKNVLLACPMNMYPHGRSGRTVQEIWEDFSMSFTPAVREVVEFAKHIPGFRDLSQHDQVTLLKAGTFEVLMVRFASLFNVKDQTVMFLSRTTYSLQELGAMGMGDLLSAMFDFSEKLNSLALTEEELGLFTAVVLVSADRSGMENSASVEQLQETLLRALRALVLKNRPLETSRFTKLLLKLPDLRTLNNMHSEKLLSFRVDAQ
ssDAF12 agonist – activates DAF-12 receptor from parasite S. stercoralis; HEK293 ssDAF-12/GRIP1 lit1-tk-luc reporter, luminescence; % of 3 µM dafachronic acid response; activation, % at 6.8 µM; hit rate 1% among 370,000;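 active means activation above the mean over all tested compounds plus 3 SD, cut at about 0.9% in these data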;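 further: 0% = DMSO-only wells and 100% = 3 µM delta7-dafachronic acid wells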
PG9 binder – small molecules binding HIV-1 gp120 antibody PG9 | TR-FRET gp120-PG9 antibody binding | hit rate 0.43% among 360,000 | inhibition, % at 6.7 µM; in the data active means inhibition above about 8.5%
hgDAF12 agonist – hgDAF-12 agonism, primary luciferase screen; activation, % at 6.8 µM; hit rate 1.8% among 370,000; HEK293 GAL4-hgDAF12 UAS-luciferase reporter, agonist luminescence; normalized to butyrate control;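 active means activation above a cutoff set at the mean of all screened compounds plus 3 SD, cut at about 10% in these data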;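 further: 0% = DMSO wells and 100% = sodium butyrate wells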
DAX1 inh-2 – blocks DAX1 repression of SF-1 activated StAR promoter. HEK293T StAR-luciferase reporter, SF-1/DAX-1 repression relief. hit rate 1.1% among 370,000. AID 652010. inhibition, % at 6.8 µM;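 active means inhibition above the mean over all tested compounds plus 3 SD, cut at about 3.6% in these data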;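 further: 0% = DAX-1 cells with DMSO and 100% = cells lacking DAX-1 with DMSO; higher inhibition means more luminescence from relief of DAX-1 repression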
SMARCA2 act – activators of SMARCA2 function. MG213 cells, MMTV-luciferase reporter, dexamethasone, overnight. activation, % at 9.1 µM. hit rate 1% among 370,000. AID 652017; in the data active means activation above about 7.8%;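 further: 0% = vehicle wells and 100% = reference activator wells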
PLCb3 inh – inhibitors of human phospholipase C beta3; hit rate 0.18% among 370,000; Purified PLC-beta3, fluorogenic substrate, fluorescence; inhibition, % at 12.2 µM; Q01970; in the data active means inhibition above about 11%;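 further: 0% = median of compound wells on plate and 100% = full blocker control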
FXN GAA850 act – activators of GAA850 frataxin (FXN) promoter | HEK293 lucGAA850 FXN promoter luciferase reporter, 24 h; percent of 10 µM SAHA response | activation, % at 6 µM | hit rate 0.56% among 360,000;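 active means activation above the average of all compounds screened plus 3 SD, cutoff fixed separately per campaign, cut at about 7.5% in these data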;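 further: 0% = DMSO wells and 100% = 10 µM SAHA wells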
HGIII-sPLA2 inh – Inhibits HGIII-sPLA2 liposome hydrolysis, primary screen | Q9NZ20 | QFRET BODIPY PC-A2 liposome hydrolysis, fluorescence | inhibition, % at 12.2 µM | hit rate 0.56% among 370,000 | AID 743126;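 active means inhibition above mean plus 3 SD of compounds lying within the high and low control bounds, cut at about 19% in these data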;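 further: 0% = median of test compound wells and 100% = no enzyme DMSO wells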
Numbers without * were called inactive; · = no result given.

Compound,DAX1 inh-1,hcDAF-12 act,Rev-erbA mod,ssDAF12 agonist,PG9 binder,hgDAF12 agonist,DAX1 inh-2,SMARCA2 act,PLCb3 inh,FXN GAA850 act,HGIII-sPLA2 inh
Cc1ccc(CC(=O)N(C)CC(=O)N(CC(C)C)c2c(N)n(CC(C)C)c(=O)[nH]c2=O)cc1C,-0.4,0.4,7,-1.3,-2.0,0.2,-0.2,0,-6,0.2,-3
OCn1c2ccccc2c2ccccc21,0.9,3.9,-4,-0.6,0.8,-0.1,-0.6,-2,-4,1.1,2
CC(C)(C)C(=O)C[n+]1cccc(C(N)=O)c1,2.4,-1.1,8,-1.7,-2.2,2.1,-0.7,-1,0,0.3,-1
COc1cccc(C(=O)c2c(-c3ccccc3)ncc3cc(OC)c(OC)cc23)c1,0.3,-3.6,-1,-1.3,0.3,-4.3,-0.5,-4,-12,-2.5,11
Fc1cc(Cl)ccc1Nc1nc(NCc2ccccc2)nc2ccsc12,·,-2.8,1,-2.2,1.1,-6.0,-3.6,-7,-10,4.6,-15
O=C(N/C(=C\c1ccc([N+](=O)[O-])cc1)C(=O)N1CCCCC1)c1ccco1,0.0,-2.3,-3,-1.2,-0.9,0.1,-0.2,-2,-21,1.9,4
Cc1ccccc1Cn1cnc2c(nnn2Cc2ccc(F)cc2)c1=O,-0.6,-0.7,-4,-1.3,-0.1,1.2,-0.7,-3,4,1.2,5
CCOn1c(=O)c(-c2cccc([N+](=O)[O-])c2)[n+]([O-])c2ccccc21,0.3,2.2,0,-0.8,-1.8,0.7,-0.4,2,-8,0.4,0
COc1ccc(NC(=O)CN(C)S(=O)(=O)c2ccccc2)cc1OC,-1.6,-1.4,-6,-1.7,-2.1,-1.3,-0.2,-1,0,-0.3,-3
O=S(=O)(NC1CC1)c1ccc(S(=O)(=O)N2CCc3ccccc32)cc1,-0.7,-2.8,-2,-1.8,0.6,-5.5,-1.9,-4,3,5.6,-24
CCn1ncc([N+](=O)[O-])c1C(=O)N1CCc2ccccc2C1,-0.5,0.4,-2,-0.8,-2.8,2.3,-0.3,2,-7,3.6,1
N#Cc1cc2c(nc1Cl)CCC2,0.4,-1.0,2,-2.0,0.6,-0.9,-0.5,-4,4,-0.6,0
CC1(C)CC(=O)C2=C(C1)N=C1SCCC(=O)N1C2c1cccc([N+](=O)[O-])c1 (stereo not given),0.1,-1.5,6,-1.1,1.0,-2.0,-0.6,0,-16,0.3,-2
O=C(CSc1ccc(-c2ccccc2)nn1)Nc1ccc2c(c1)OCCO2,0.1,3.1,-1,0.1,-4.2,8.0,1.0,1,-4,2.8,7
CCCNc1nc(C)c(C(C)=O)cc1C#N,0.3,-1.5,-4,-1.0,-1.4,-1.0,0.5,1,4,2.2,2
CCc1ccc(CN(C(=O)c2ccco2)C2CCS(=O)(=O)C2)cc1 (stereo not given),-0.7,-0.4,-8,-0.8,1.1,-2.9,-0.3,1,-6,1.0,1
Cc1ccc(-c2onc3ccc(C4OCCO4)cc23)cc1,-2.6,4.4,0,-0.1,-1.1,14*,5.3*,6,-53,4.2,-4
Cc1ccc(OC(=O)CCc2c(C)nc3ncnn3c2C)cc1,1.1,-1.6,5,-1.1,0.5,0.5,0.6,3,-2,-2.1,2
Cc1ccc(NS(=O)(=O)c2ccc(CCC(=O)NCc3cccnc3)cc2)cc1,-0.2,-3.0,4,-1.1,1.9,0.1,-0.2,-1,0,-0.1,-5
COc1ccccc1/C=C/C(=C1/C(=O)N(c2ccccc2)N=C1C)c1ccc(C)cc1,-0.7,0.7,-3,-1.1,-1.4,0.5,0.2,7,6,2.2,-2
CC1CCc2sc(C(=O)NC(C)C3CCCO3)cc2C1 (stereo not given),-0.3,-0.5,-3,0.0,-1.5,5.7,5.3*,3,-8,7.2,-3
COC(=O)c1sc(N)c(C(=O)OC)c1COC(=O)C12CC3CC(CC(O)(C3)C1)C2,1.0,-0.5,0,-1.3,0.4,1.2,-0.2,-4,-13,0.8,-7
O=C(c1ccc(Cl)c(S(=O)(=O)N2CCCCCC2)c1)N1CCN(c2ccc(O)cc2)CC1,-0.8,-3.6,-7,-0.5,-0.6,-3.4,-2.6,-4,-3,3.1,-8
COc1ccc(-c2noc3c2-c2nc(-c4ccccc4C)sc2CC3)cc1,·,-0.7,11,-0.6,-2.2,0.2,-0.4,1,0,·,0
Cc1coc2c(C)c3oc(=O)c(CCC(=O)NCCCN4CCOCC4)c(C)c3cc12,-0.3,-0.4,-2,-0.7,-1.5,3.1,0.5,7,-182,-0.4,-4
CCOC(=O)c1ccc(NC(=S)NCc2ccccc2)cc1,0.0,-2.5,-2,-1.2,-1.7,-0.3,0.3,2,-3,1.7,-7
Cc1ccc(C(C(=O)NC2CCCC2)N(CCCO)C(=O)Cn2nnc(-c3ccc(C)o3)n2)cc1 (stereo not given),-1.4,-1.8,6,-1.0,-1.8,-2.0,-0.2,-1,-4,1.2,-1
COc1ccc(C)cc1N(CC(=O)N1CCCCCC1)S(=O)(=O)c1ccccc1,0.0,-0.8,5,-1.1,-1.1,-1.5,0.0,2,-3,-0.7,-2
CCOc1ccccc1-c1nc(C(N)=O)c2[nH]c(=O)n(-c3ccc(F)cc3)c2n1,-0.3,-0.4,-11,-1.2,7.9,0.3,0.3,1,-6,2.0,0
CC(C)[C@H](NC(=O)c1ccccc1)C(=O)OCc1nnc(-c2ccccc2)o1,·,-0.4,-2,-1.4,0.3,-4.4,0.3,0,-5,1.7,7
Cc1cc(=O)oc2cc(NC(=O)C(C)Oc3ccccc3)ccc12 (stereo not given),0.1,0.5,0,-0.8,-1.9,1.7,2.5,3,-41,0.3,-5
CCOC(=O)c1sc(Nc2ccccc2)nc1C,1.2,2.3,2,-0.7,-0.6,7.4,1.5,7,-43,6.4,-9
O=C(CN(C(=O)Cn1nnc(-c2ccc(F)cc2)n1)c1cnc2ccccc2c1)NCC1CCCO1 (stereo not given),1.6,-1.8,5,-2.4,2.5,-1.3,-1.4,-1,-64,-2.0,-6
CCN(CC(=O)Nc1ccc2c(c1)OCCO2)CC(=O)Nc1ccccc1C(F)(F)F,0.4,0.1,3,-1.1,0.1,1.9,-1.7,-2,-4,-1.2,5
CCN(Cc1ccccc1)C(=O)CCS(=O)(=O)c1ccc2c(c1)n(C)c(=O)c(=O)n2C,0.1,-0.5,-5,-0.6,0.9,0.0,-0.3,0,-9,0.8,-1
COc1ccccc1NC(=O)c1ccc(COc2ccc3c(c2)CCC3)cc1,-0.4,0.8,1,-0.5,3.1,0.9,-0.2,-1,0,0.6,10
O=C1CC(NCc2ccc3c(c2)OCO3)C(=O)N1Cc1ccc2c(c1)OCO2 (stereo not given),0.0,-1.2,-1,-1.4,-1.4,-2.6,0.4,-2,-2,1.8,-3
CN1C(=O)S/C(=C/c2ccccc2OCc2ccc(C(=O)O)cc2)C1=O,-0.5,-1.2,1,0.3,0.4,2.6,0.1,-2,-1,0.7,-8
Clc1cccc(C[n+]2cc(-c3ccccc3)n3c2CCC3)c1,-0.3,0.1,-7,-0.7,-0.9,2.4,-0.9,-5,-4,-0.9,19*
CSCC[C@H](NC(=O)[C@H](Cc1ccccc1)n1c(=O)[nH]c2ccccc2c1=O)C(=O)N1CCC(C(=O)O)CC1,2.3,0.6,-8,-1.2,0.2,2.1,-0.2,2,6,-0.8,1
Cc1cccc(C(=O)Nc2cccnc2Cl)c1,0.5,-1.2,5,-1.4,-0.1,0.2,-0.2,-1,-4,2.8,0
COC(=O)c1sccc1NC(=O)c1cccs1,·,-0.7,7,-1.6,-0.8,-0.6,0.1,0,-2,1.0,-2
C=CCON1C(=O)c2ccccc2C1=O,1.1,-0.2,-2,-1.2,-0.4,0.2,-0.6,1,1,-2.3,5
Cc1cccn2cc(CNC(=O)c3ccco3)nc12,0.6,-1.1,4,-1.1,1.0,2.3,2.4,0,11*,2.0,5
CN1C(C(=O)N2CCc3ccccc3C2)=CC(c2ccc(F)cc2)=NS1(=O)=O,-0.2,3.0,-2,-0.1,-3.0,0.8,-0.3,-3,-31,-2.1,-16
CCN(CC1COc2ccccc2O1)C(=O)CN1C(=O)NC(C)(c2ccc(C)cc2)C1=O (stereo not given),0.1,-1.6,8,-0.8,0.3,-0.5,-2.2,3,-1,-2.4,-2
Cc1cccc(Oc2ccc(NC(=O)c3ccccc3C(=O)O)cc2)c1C,-0.7,-1.3,-5,-1.9,-2.7,3.7,-1.0,-1,2,2.0,-1
Cc1nnc(SCC(=O)NC2CC2)n1CC1CCCO1 (stereo not given),-0.1,0.0,-2,-1.4,0.1,4.6,-0.9,-1,-2,1.6,4
NS(=O)(=O)c1ccc(CCNC(=O)CN2CCN(c3ccccc3F)CC2)cc1,-1.3,-1.0,-3,-1.5,-1.1,-1.3,-0.4,-5,3,2.7,-1
O=c1cc(CSc2ccccc2)[nH]c2ccccc12,-0.4,-1.4,0,-1.8,-0.1,-1.8,-0.8,-3,-4,0.5,-1
CCc1nc2ccc(C(=O)N(C)CCN(C)C)cn2c1N(CC)C(=O)NCCc1ccccc1,·,0.6,-2,-1.2,0.8,1.9,-0.9,0,2,2.5,8
